From PubChem
LmPK inhibitor = blocks Leishmania mexicana pyruvate kinase activity. Q27686. purified LmPK, Kinase-Glo ATP luminescence, 1 h. Potency, µM (series often up to 57.5 µM), inactives show at the top dose activity change, negative = inhibition, usual class: inhibitors. actives 0.37% (n = 290,000). AID 1721; further: potency means the concentration at half of the fitted maximal effect; on the % scale 0 is the no-effect control and ±100 the full control effect
Target sequence (Q27686 whole entry, looked up): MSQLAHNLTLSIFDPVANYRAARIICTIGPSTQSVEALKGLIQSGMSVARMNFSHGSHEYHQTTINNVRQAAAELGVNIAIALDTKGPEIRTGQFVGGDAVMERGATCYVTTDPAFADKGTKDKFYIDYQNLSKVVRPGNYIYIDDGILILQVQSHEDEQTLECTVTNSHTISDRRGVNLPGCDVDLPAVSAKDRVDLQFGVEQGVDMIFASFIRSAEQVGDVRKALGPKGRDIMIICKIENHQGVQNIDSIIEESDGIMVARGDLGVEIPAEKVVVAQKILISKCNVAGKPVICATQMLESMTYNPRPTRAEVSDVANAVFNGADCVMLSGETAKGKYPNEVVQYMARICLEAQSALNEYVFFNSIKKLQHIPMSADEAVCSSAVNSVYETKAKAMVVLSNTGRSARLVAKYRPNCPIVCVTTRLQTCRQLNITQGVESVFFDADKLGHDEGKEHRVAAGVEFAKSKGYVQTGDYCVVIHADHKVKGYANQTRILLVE
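In 50 mM imidazole pH 7.2 with 7 mM MgCl2, LmPK (0.1 nM) turned over PEP (0.5 mM) and ADP (0.1 mM) for 1 h at room temperature. Luciferase read-out of ATP.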
Tb PYK inh = inhibitors of Trypanosoma brucei pyruvate kinase. Q57TT1. TbPYK enzyme, Kinase-Glo Plus ATP luminescence, 45 min. Potency, µM (titrated, usually from 76.8 µM), without a hit: at the highest dose activity, negative = inhibition, usual class: inhibitors. actives 0.12% (n = 410,000). AID 624173; further: potency means the concentration at half of the fitted maximal effect; on the % scale 0 is the no-effect control and ±100 the full control effect; nearly all actives have a fitted effect of over 50% in size
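Luminescent Kinase-Glo Plus end-point after 45 min room-temperature reaction of T. brucei pyruvate kinase started with 130 uM ADP (final). Buffer TEA 50 mM pH 7.2 with KCl, MgCl2, BSA, Tween-20; titration-based qHTS with fitted concentration-effect curves.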
Pf growth 48h = inhibits P. falciparum growth in the first generation, 48 h | Potency, µM (titrated, usually from 28.7 µM), for inactives: top-dose activity change, negative = inhibition, actives largely listed as inhibitors | actives 5.9% (n = 310,000) | P. falciparum luciferase growth in erythrocytes, 48 h; further: potency means the concentration at half of the fitted maximal effect; on the % scale 0 is the no-effect control and ±100 the full control effect
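Growth was read as firefly luciferase luminescence after a 48 h, 37 C, 5% CO2 exposure of compounds to reporter-bearing P. falciparum cultures (0.1% parasitemia, 2% hematocrit final) in Albumax-supplemented RPMI 1640.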
Shiga toxin inh = inhibitors of Shiga toxin in Vero cells. AID 2315. Vero cells, Shiga toxin protein synthesis inhibition reporter. inhibition, % at 38.7 µM. actives 9.2% (n = 290,000); in the data active means inhibition mostly above about 28%, no sharp cut-off; inactive means mostly below about 43%; further: 0% is about no effect
Pf growth 96h = inhibits malaria parasite growth, 96 h | P. falciparum luciferase reporter growth, 96 h | Potency, µM (series often up to 28.7 µM), for the others: top-dose activity change, negative = inhibition, actives largely listed as inhibitors | actives 6.9% (n = 320,000) | AID 504834; further: potency means the concentration at half of the fitted maximal effect; on the % scale 0 is the no-effect control and ±100 the full control effect
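Luminescence readout: decreased luciferase signal marks inhibited growth of reporter-expressing P. falciparum in infected red cells (2% hematocrit, 0.05% parasitemia final), exposed to compound two generations (96 h, 37 C, 5% CO2).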
HCV inhibitor = HCV inhibition; Potency, µM (series often up to 41.8 µM), inactives show at the highest dose activity change, negative = inhibition, actives largely listed as inhibitors; Huh7.5.1 HCVcc-Cre infection, luciferase reporter, 44 h; actives 3.4% (n = 340,000); further: potency means the concentration at half of the fitted maximal effect; on the % scale 0 is the no-effect control and ±100 the full control effect
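Infectious HCV cell culture screen: compound-treated cells (1,000/well, pre-plated 4 h) are infected with HCVcc-Cre at roughly 0.5 moi and grown 44 h. Infection is quantified by luciferase signal after 15 min substrate incubation at room temperature.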
Cycloheximide cs = affects cycloheximide protein synthesis inhibition readout, counter-screen | cell reporter, cycloheximide protein synthesis inhibition counterscreen | max response, % | actives 12% (n = 300,000); in the data active means max response mostly above about 13%, no sharp cut-off; inactive means mostly below about 14%; further: read at 38.3 µM for the half of the compounds with a filed dose; 0% is about no effect
* = called active by the depositor; i = inactive; ? = inconclusive; . = not tested or not shown; & = joins results of further samples; [ ] = dose if it differs, or a comment. Unless noted, the call rests on the fitted dose curve; in most records, active means well fitted curve in the direction sought with a large enough effect; inconclusive means small, poorly fitted or top-dose-only effect, or another doubt; inactive means no such curve, though single readings can be large; an effect the other way counts as inactive or inconclusive.

cpd | molecule | Pf growth 96h | Pf growth 48h | LmPK inhibitor | Tb PYK inh | Cycloheximide cs | Shiga toxin inh | HCV inhibitor
1 | Cc1ccc(C)c(N2C(=O)CS/C2=N\NC(=O)c2ccccc2Cl)c1 | . | 28% | -1% | -14% | -4 | -31 | 4%
2 | O=C(NC1CCCC1)C(c1ccc(F)cc1)N(Cc1ccccc1Cl)C(=O)CCl (configuration not stated) | ? | ? | 0% | -11% | -1 | -4 | ?
3 | Cc1ccccc1NC(=O)COC(=O)/C=C/c1cccc(C(F)(F)F)c1 | -7% | 9% | -2% | -7% | -3 | 5 | -1%
4 | COc1ccc(/C=N/NC(=O)CCCOc2ccc(Cl)cc2Cl)cc1 | ? | 27% | 2% | -3% | 6 | -5 | 14%
5 | Cc1ccc(C(=O)Nc2nnc(C3=COCCO3)o2)cc1C | ? | -24% | -3% | -4% | 15* | 12 | 15%
6 | Cc1csc(NC(=O)C(F)(F)F)n1 | -28% | -7% | -2% | 6% | -3 | -2 | 2%
7 | CS(=O)(=O)N(CC(=O)N1CCCC1)c1cc(Cl)c(Cl)cc1Cl | 9.3µM* | . | 3% | 3% | -4 | -11 | -6%
8 | COc1cc(C)nc(N2CCCC(C(=O)NC3CCC(C)CC3)C2)n1 (configuration not stated) | 2.9µM* | 28% | 0% | -3% | 32* | 123 | -15%
9 | CCc1cc(=O)oc2c(C)c(OC(C)C(=O)NC3CC(C)(C)NC(C)(C)C3)ccc12 (configuration not stated) | ? | ? | 6% | 0% | -4 | -9 | -26%
10 | CCCCn1c(C)c(C(=O)OCC)c2c(CN3CCCC3)c(O)ccc21 | 4.7µM* | . | -2% | -11% | 1 | 18 | ?
11 | CCOc1ccccc1C1C(C#N)=C(N)N(N(C)C)C2=C1C(=O)CCC2 (configuration not stated) | ? | -30% | 3% | -6% | 6 | 1 | 32%[activator]
12 | CC(=O)Nc1ccc(OC(=O)N2CCCC2)cc1 | ? | 25% | -4% | 0% | 2 | . | -3%
13 | CC(=O)OCCc1c(C)nc2nc[nH]n2c1=O | . | -14% | -2% | 3% | 6 | -4 | 7%
14 | O=C(OCc1nc2ccsc2c(=O)[nH]1)c1ccc(Cl)s1 | -12% | 8% | . | -6% | . | . | 1%
15 | Cc1cccc(N2CCN(C(=O)Cc3cn(C)c4ccccc34)CC2)c1C | -4% | . | 1% | -17% | 7 | 18 | ?
16 | O=[N+]([O-])c1ccc(N2CCN(c3ccc(O)cc3)CC2)c(Cl)c1 | ? | -16% | -7% | -21% | 8 | -11 | -28%
17 | O=C(Nc1ccc2c(c1)OCO2)N1CCN(C(=O)C2CCCO2)CC1 (configuration not stated) | . | 2% | -2% | -3% | 12 | 22 | 19%
18 | Cn1c(-c2ccc(F)cc2)cnc1NCc1cccc(F)c1 | -57% | 5% | 4% | 5% | 19 | 45 | ?
19 | CCCc1cc(=O)n2nc(N3CCC(C(=O)N4CCN(c5ccc(OC)cc5)CC4)CC3)sc2n1 | -12% | -29% | 1% | 2% | 0 | -4 | ?
20 | COc1ccc(C(=O)N/N=C(\C)c2ccc(NC(=O)Cc3ccccc3)cc2)c(OC)c1 | ? | -4% | -10% | -1% | 2 | -4 | -19%
21 | COc1cc(C(=O)N2CCC(O)(c3ccccc3)CC2)cc(OC)c1OC | ? | . | -12% | 1% | -3 | -12 | 19%
22 | COc1ccccc1-c1nnc2sc(-c3cnccn3)nn12 | . | ? | -3% | -14% | 1 | -6 | 2%
23 | CN1CC(=O)N=C1N | 108%&47%&-8%[activator] | 15%&-5%&-4% | -6% | 3%&5%&4% | -1 | -2 | 18%&-1%
24 | O=C(c1ccco1)N1CCN(c2ccc(F)cc2)CC1 | -8% | 33%[activator] | -6% | -7% | 26 | 100* | 23%
25 | CCCOCCOC(=O)c1[nH]c2c(c1C)C(=O)CC(c1cc(OC)ccc1OC)C2 (configuration not stated) | 6% | ? | 2% | -1% | -1 | -2 | ?
26 | Cc1ccc(S(=O)(=O)N2CCN(C(C)C(=O)N3CCCc4ccccc43)CC2)cc1 (configuration not stated) | ? | ? | 2% | -7% | 4 | -5 | -17%
27 | CCCCN(C(=O)CSCC(=O)Nc1ccc(C)cc1)c1c(N)n(Cc2ccccc2)c(=O)[nH]c1=O | ? | ? | . | 0% | . | . | ?
28 | COc1ccccc1CNC(=O)COn1nnc2ccc(S(=O)(=O)N3CCOCC3)cc21 | -2% | ? | . | -4% | . | . | -9%
29 | Cc1ccnc2nc(C(=O)OCC(=O)NC3CCC(C)CC3)nn12 (configuration not stated) | 37%[activator] | 6% | . | 5% | . | . | 18%
30 | Cc1ccc(NC(=S)N2CCN(S(C)(=O)=O)CC2)cc1C | ? | 11% | -1% | 2% | -5 | -18 | 4%
31 | COc1cccc(C2=NOC(C(=O)N3CCN(Cc4ccccc4)CC3)C2)c1OC (configuration not stated) | 75%[activator] | 12% | 4% | -8% | 1 | -12 | -6%
32 | COc1ccc(-c2csc(Nc3cccc(C)n3)n2)cc1 | ? | 146%[activator] | -3% | -3% | 38* | 71* | ?
33 | CCc1nonc1NC(=O)COc1cc(C)c(Cl)c(C)c1 | 11% | ? | 14% | 3% | -2 | 10 | 2%
34 | O=S(=O)(Nc1nc2ccccc2nc1-[n+]1cccc(N=C([O-])c2ccccc2Cl)c1)c1ccccc1 | 8.3µM* | 8.3µM* | 4% | . | 11 | 4 | .
35 | COc1ccc(O)c(CN2CCC(n3nccc3NC(=O)C3CCCC3)CC2)c1 | ? | 13µM* | -12% | -1% | 1 | -22 | -18%
36 | Cc1ccc(C2=NC(=O)/C(=C/c3cc(O)c(O)c(Br)c3)S2)cc1 | 35%[activator] | 10µM* | -19% | ? | 7 | 37 | -12%
37 | Cc1ccc(S(=O)(=O)NCc2c(-c3ccccc3)c3cc(Cl)ccc3[nH]c2=O)cc1 | 0% | 4% | 2% | 1% | -3 | -4 | 9%
38 | Cc1ccc(/C=C/C(=O)c2c(C)cc(C)[nH]c2=O)cc1 | ? | ? | -3% | -4% | -3 | -14 | ?
39 | O=C(O)C(Cc1ccc(Cl)cc1)Sc1nc2ccccc2[nH]1 (configuration not stated) | 0% | 6% | 1% | -18% | 2 | 0 | 8%
40 | CC(C)CCN(C(=O)Nc1ccc(Cl)cc1)C1CCN(C(C)C)CC1 | ? | 13µM* | 1% | -3% | 18 | -13 | ?

Profiles from above. Order of screens: Pf growth 96h | Pf growth 48h | LmPK inhibitor | Tb PYK inh | Cycloheximide cs | Shiga toxin inh | HCV inhibitor
Profile of O=C(O)C(Cc1ccc(Cl)cc1)Sc1nc2ccccc2[nH]1 (configuration not stated) : 0% | 6% | 1% | -18% | 2 | 0 | 8%
Profile of COc1cccc(C2=NOC(C(=O)N3CCN(Cc4ccccc4)CC3)C2)c1OC (configuration not stated) : 75%[activator] | 12% | 4% | -8% | 1 | -12 | -6%

Later entries
cpd | molecule | Pf growth 96h | Pf growth 48h | LmPK inhibitor | Tb PYK inh | Cycloheximide cs | Shiga toxin inh | HCV inhibitor
41 | CCCCCNC(=O)c1ccc2c(c1)ncn2-c1ccc(OC)cc1 | 21% | ? | 2% | -13% | 7 | -7 | ?
42 | CCCCCN(C(=O)CCC(=O)OCCOc1ccccc1Cl)c1c(N)n(CCCC)c(=O)[nH]c1=O | ? | ? | . | 2% | . | . | -10%
43 | CCCCC12CN3CC(C)(CN(C1)C3c1ccc([N+](=O)[O-])o1)C2=O (configuration not stated) | -1% | -13% | 1% | -4% | 5 | -12 | 12%
44 | Cc1ccc(S(=O)(=O)N2CCC(=O)N(C(CO)C(C)C)CC2)cc1 (configuration not stated) | -10% | 24% | 9% | -7% | 1 | -14 | -5%[8.37 µM]
45 | O=c1c(-c2ccc3c(c2)OCCO3)coc2cc(O)cc(O)c12 | 5% | 91%[activator] | -21% | 0% | 37* | 73* | -5%
46 | CC1Oc2ccccc2N(Cc2ccc(F)cc2)C1=O (configuration not stated) | -5% | -15% | -1% | 3% | -4 | -2 | 6%
47 | COc1ccc(NC(=O)COC(=O)[C@@H]2CCCN2S(=O)(=O)c2ccccc2F)c(OC)c1 | 11% | 11% | 4% | -7% | -2 | -19 | 1%
48 | COc1ccc(C(=O)NCc2nnc(SCC(=O)c3ccccc3)n2C)cc1 | ? | 9% | -1% | -1% | -1 | 3 | -1%
49 | O=C(CSc1ccc(-c2ccco2)nn1)NCc1ccc2c(c1)OCO2 | -19% | -14% | -6% | 1% | 3 | 25 | -17%
50 | COc1ccc(NC(=O)C2CCN(c3cc(-c4ccccc4)nc4ncnn34)CC2)cc1OC | ? | ? | 2% | 7% | -2 | -8 | -16%
51 | Cc1ccc2nc(SCc3cn4c(C)cc(C)nc4n3)[nH]c2c1 | ? | 17% | -5% | . | -5 | -3 | 1%
52 | CC(C)(C)c1ccc(Oc2ccc(NC(=O)c3cccs3)cn2)cc1 | 13µM* | 2.6µM* | 1% | -3% | 9 | 2 | ?
53 | CCC(=O)Nc1nc2nc(C)cc(=O)n2[nH]1 | 59%[activator] | ? | 1% | 1% | -5 | 13 | 20%
54 | O=C(NCc1ccco1)C1CCCN(S(=O)(=O)c2ccccc2)C1 (configuration not stated) | -64% | . | -2% | 9% | 7 | 17 | 6%
55 | O=C(CSCc1ccccc1)N1CCN(c2cccc(C(F)(F)F)c2)CC1 | 63%[activator] | . | 3% | -7% | 7 | 3 | -9%
56 | COc1cc(C(=O)N/N=C\c2ccccc2)c([N+](=O)[O-])c(OC)c1OC | 31%[activator] | 24% | 7% | 1% | 8 | 11 | -5%
57 | COc1ccc(NC(=O)/C(C#N)=C\c2cc(C)n(-c3ccc4c(c3)OCO4)c2C)cc1 | ? | ? | 3% | -2% | -4 | 7 | ?
58 | CCN(CC)C(=O)c1c(NC(=O)c2ccccc2)sc(C)c1C | 24% | . | -4% | -9% | -2 | -2 | 7%
59 | CCOC(=O)C1CCN(C(=O)COc2ccc(Br)cc2)CC1 | -19% | ? | -2% | -4% | -2 | 37 | 0%
60 | CCCCN(CC)CCNC(=O)c1cc2c(-c3ccc(Cl)cc3)nn(C)c2s1 | -1% | 0.33µM* | -6% | -5%&5% | -2&-6 | -4&-22 | 2.8µM*
61 | NCCc1ccc(OCc2ccccc2)c(OCc2ccccc2)c1 | 10µM* | ? | . | 5% | . | . | 7.9µM*
62 | N#C/C(=C/c1ccccc1[N+](=O)[O-])c1nc(C2CC2)cs1 | i | 83%[activator] | 2% | -4% | 25* | 43 | ?
63 | CC(Oc1cc(-c2ccccc2)cc2ccccc12)C(=O)N1CCOCC1 (configuration not stated) | . | ? | 2% | -12% | 11 | -22 | ?
64 | CC(C)OC(=O)Nc1ccc2c(c1)N(C(=O)CCN1CCOCC1)c1ccccc1CC2 | 21% | ? | 0% | -2% | -1 | -13 | 11%
65 | COc1ccccc1NC(=O)c1cc2c(CO)cnc(C)c2oc1=Nc1ccccc1 | 2% | -13% | -7% | -21% | -1 | 3 | ?
66 | O=c1c2c(n3cnnc3n1-c1ccccc1)-c1ccccc1CC21CCCCC1 | 60%[activator] | ? | 2% | -4% | -3 | -13 | 5%
67 | Cc1ccc(N2CCN(C(=O)c3ccccc3)CC2)c(C)c1 | ? | ? | 6% | 32%[activator] | -2 | -10 | -8%
68 | Cc1ccc(-c2noc(CCCC(=O)N3CCOCC3)n2)cc1 | 26% | 12% | 1% | -12% | 2 | 42 | -24%
69 | CCOc1ccc(C(=S)N2CCOCC2)cc1OCC | -9% | . | -1% | -18% | -3 | -11 | ?
